Apaf-1 inh: human Apaf-1 inhibition. hit rate 0.71% among 330,000. AID 489030. inhibition, % at 20 µM. reconstituted apoptosome caspase-3 activity, DEVD-Rh110 fluorescence. O14727; active means inhibition of at least 40% at 20 µM;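 further: plate controls were DMSO wells for no effect and DEVD-CHO caspase inhibitor wells for full effect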
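Medium: Hepes buffer, pH 7.5 / System: biochemical Apaf-1 apoptosome reconstitution / Measured by: Rh110 fluorescence, excitation 480 nm, emission 540 nm / Times: compound with Apaf-1, dATP, procaspase-3 30 min, then 50 min reaction, room temperature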
Jurkat NFkB inh: lowers PMA/ionomycin-induced NF-kB signal in Jurkat cells; PMA/ionomycin-induced NF-kB luciferase reporter, luminescence; inhibition, % at 4 µM; hit rate 0.53% among 330,000
697 NFkB inh: inhibitors of the PMA/ionomycin-induced NF-kB reporter in 697 B cells; 697 B-cell NF-kB luciferase reporter, 16 h; inhibition, % at 4 µM; hit rate 0.33% among 330,000; AID 435022; in the data active means inhibition above about 35%
CCR6 antag: antagonists of human CCR6 receptor | P51684 | CHO-K1 CCR6 PathHunter beta-arrestin, luminescence, CCL20-stimulated | inhibition, % at 20 µM | hit rate 0.49% among 340,000;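 active means compounds whose inhibition of the agonist-driven luminescence signal at 20 µM reaches about 50%, limit read from the data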;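 further: cells stimulated with CCL20 at 14 nM final; plate controls were DMSO with CCL20 for no effect and DMSO without agonist for full effect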
Gli-Sufu antag: antagonists of Gli-Sufu signaling | Sufu-KO-LIGHT fibroblasts, Gli luciferase reporter luminescence | inhibition, % at 5 µM | hit rate 0.74% among 340,000;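 active means inhibition above about 55%, limit read from the data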;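 further: 0% = DMSO-treated cells and 100% = wells with medium but no cells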
UBC13 polyUb: inhibitors of human UBC13 polyubiquitin chain formation; P61088; TR-FRET; inhibition, % at 20 µM; hit rate 0.47% among 330,000; AID 485273; in the data active means inhibition above about 45%, passing the limit was not always enough; inconclusive means no clear call, values can overlap the other calls
Target sequence (P61088 whole entry, looked up): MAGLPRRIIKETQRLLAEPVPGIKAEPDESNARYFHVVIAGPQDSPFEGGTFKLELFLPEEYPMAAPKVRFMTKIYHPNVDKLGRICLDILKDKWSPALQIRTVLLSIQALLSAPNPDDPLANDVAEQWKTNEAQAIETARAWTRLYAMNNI
SENP8 block: blocks the human protease SENP8; Q96LD8; purified SENP8, Z-RLRGG-aminoluciferin cleavage, luminescence; inhibition, % at 10 µM; hit rate 1.2% among 330,000; AID 2540
Target sequence (Q96LD8 whole entry, looked up): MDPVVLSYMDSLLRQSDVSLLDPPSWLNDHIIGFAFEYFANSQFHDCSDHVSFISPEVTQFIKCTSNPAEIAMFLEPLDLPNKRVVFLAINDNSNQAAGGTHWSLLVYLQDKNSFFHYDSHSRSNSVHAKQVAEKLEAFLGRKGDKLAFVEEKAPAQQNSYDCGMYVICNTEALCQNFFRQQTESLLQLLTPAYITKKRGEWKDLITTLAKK
EBI2 block: antagonists of human EBI2 receptor | P32249 | EBI2 beta-arrestin recruitment, luminescence, 7a,25-OHC stimulated | inhibition, % at 5 µM | hit rate 0.81% among 360,000; in the data active means inhibition above about 38%;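 further: enzyme fragment complementation signal reports receptor beta-arrestin coupling in cells; 0% = agonist plus DMSO wells and 100% = wells without agonist; some results beyond the cut were filed as inactive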
Target sequence (P32249 whole entry, looked up, the tested form may be a part): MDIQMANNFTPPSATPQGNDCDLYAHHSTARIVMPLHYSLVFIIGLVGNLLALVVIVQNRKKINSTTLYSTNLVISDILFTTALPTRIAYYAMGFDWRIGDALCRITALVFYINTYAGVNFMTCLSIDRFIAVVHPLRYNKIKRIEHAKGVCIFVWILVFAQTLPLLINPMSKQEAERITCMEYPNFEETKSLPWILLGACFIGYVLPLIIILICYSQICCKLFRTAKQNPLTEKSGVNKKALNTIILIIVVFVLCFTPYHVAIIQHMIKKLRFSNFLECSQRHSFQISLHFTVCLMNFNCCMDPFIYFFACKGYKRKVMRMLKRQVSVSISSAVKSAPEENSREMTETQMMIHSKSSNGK
* hit, by the source's call; ? = inconclusive; . = no result given. Unless noted, no stated cut-off is given here; in the data, active means inhibition above about 50%; inactive means the rest. A portion of the library; rates above refer to the full screens.

| mol | Apaf-1 inh | Jurkat NFkB inh | 697 NFkB inh | CCR6 antag | Gli-Sufu antag | UBC13 polyUb | SENP8 block | EBI2 block |
| --- | --- | --- | --- | --- | --- | --- | --- | --- |
| CSCCC(NC(=O)c1ccc(Cl)cc1)C(=O)OCC(C)=O (stereo not drawn) | 10 | 0 | -35 | 14 | -3 | -12 | -8 | -1 |
| CCOC(=O)c1ccc(NC(C)=O)c([N+](=O)[O-])c1 | -15 | -17 | -11 | -12 | -1 | -3 | 2 | -6 |
| Cc1nc2sc(C(=O)c3ccccc3)c(N)c2c2c1CCCC2 | 18 | -12 | -36 | 8 | -36 | 4 | -12 | 17 |
| O=S1(=O)CCO[C@H]2Cc3ccccc3[C@H]2N1Cc1ccccc1Br | 7 | -3 | 7 | 12 | 0 | 10 | -2 | 0 |
| COc1ccc(-n2nc(C(=O)NCC(=O)NCC3CCCO3)c3ccccc3c2=O)cc1 (stereo not drawn) | -3 | 3 | 22 | 12 | 7 | 1 | 9 | 5 |
| CCOC(=O)c1nnn(CC(=O)NC(=O)Nc2ccc(F)cc2)c1C(=O)OCC | -5 | 6 | 12 | 2 | 11 | 0 | -1 | 7 |
| O=C(CSc1nnc(-c2ccc3c(c2)OCO3)n1-c1ccccc1)c1ccc(Cl)cc1 | 1 | -7 | -33 | 10 | 0 | 0 | 2 | 4 |
| COc1ccc(CNc2ncc(-c3ccc(Cl)cc3)n2C)c(OC)c1OC | 10 | -5 | -5 | 38 | 7 | 2 | 16 | -17 |
| COc1cc([N+](=O)[O-])cc(/C=N/NC(=O)c2ccc(NC(=O)c3ccc(C)cc3)cc2)c1O | 3 | 86* | 81* | 35 | 27 | -34 | 1 | -8 |
| NNC(=O)CCN(Cc1ccco1)S(=O)(=O)c1ccc(Cl)cc1 | -5 | -15 | -13 | 9 | 2 | -3 | 6 | 4 |
| Cc1ccc(F)cc1NC(=O)N1CCN(C2c3ccccc3-c3ccccc32)CC1 | 10 | -19 | 12 | -5 | 2 | -1 | 1 | 6 |
| Cc1cc[n+](CC(=O)Nc2cc(C(F)(F)F)ccc2Cl)cc1 | -24 | 9 | 5 | -6 | 8 | -4 | -6 | -4 |
| Cc1ccc2cc(C)c3nnc(SCC(=O)Nc4nc5c(s4)CCCC5)n3c2c1C | 26 | 2 | -6 | -9 | 1 | 0 | -3 | 12 |
| Cn1c(=O)c2c(ncn2CC(=O)N2CCN(S(=O)(=O)c3ccc(F)cc3)CC2)n(C)c1=O | -8 | 12 | 6 | -8 | -15 | -2 | 2 | 0 |
| COc1ccccc1CNC(=O)C(=O)NCC1OCCN1C(=O)c1cccs1 (stereo not drawn) | -3 | 6 | 4 | 9 | 4 | -8 | -13 | -16 |
| CC1(C)CC(=O)C(C=Nc2ccc(N)cc2)=C(O)C1 | -6 | 6 | 5 | -10 | 1 | -9 | 1 | -14 |
| CN1C(=O)Cc2cc(S(=O)(=O)N3CCN(c4ccccc4F)CC3)ccc21 | 15 | 8 | -20 | -3 | -6 | -14 | 20 | -9 |
| O=C(NCc1cccnc1)C1CC(=O)N(C2CCCCC2)C1 (stereo not drawn) | -20 | -1 | -21 | -2 | 0 | -4 | 4 | -2 |
| CC(=O)c1cccc(NC(=O)CN2C(=O)NC(C)(c3ccc4c(c3)OCCCO4)C2=O)c1 (stereo not drawn) | 7 | -5 | 5 | 13 | -9 | -14 | -9 | -14 |
| c1ccc2cc(-c3cc4ccccn4c3)ccc2c1 | -21 | -21 | -24 | 2 | -8 | -18 | 0 | -20 |
| O=C(CSc1nnnn1-c1ccccc1)NCc1cccs1 | -12 | 10 | -1 | 16 | -7 | 1 | 3 | -7 |
| Cc1cc(=O)n2[nH]c(C(F)(F)F)c(-c3ccccc3)c2n1 | -14 | -15 | -1 | 7 | 4 | 6 | -7 | -14 |
| COc1ccc2[nH]c(=O)c(CN(C(C)=O)c3ccc(C)c(C)c3)cc2c1 | -2 | -2 | 1 | 8 | 10 | 2 | 2 | -3 |
| C#CCOCCOCCOCCNc1nc(N2CCN(C(=O)CCCCCCCCCCNC(=O)[C@H](CO)n3cc(CCCCCN)nn3)CC2)nc(N2CCN(C(=O)CCCCCCCCCCNC(=O)[C@H](CCCN=C(N)N)n3cc(C[C@@H](C)CC)nn3)CC2)n1 | 61* | -7 | -16 | . | . | 129* | -9 | . |
| COc1cc(OC)c(C2Oc3nc(SC)nnc3-c3ccccc3N2C(C)=O)cc1OC (stereo not drawn) | -5 | -1 | 2 | 10 | -6 | -13 | -12 | 8 |
| COc1ccccc1C(=O)Nc1nnc(SCC(=O)Nc2ccc3c(c2)oc2ccccc23)s1 | 15 | -107 | -42 | 6 | -54 | -6 | 22 | -5 |
| CC(=O)c1ccc(S(=O)(=O)N2CCCc3ccccc32)cc1 | 7 | 15 | -4 | 16 | 1 | ? | 0 | 10 |
| O=C(COC(=O)c1c[nH]c(=O)[nH]c1=O)Nc1ccccc1 | -9 | 6 | 10 | -3 | 0 | 1 | 1 | -5 |
| Cc1ccccc1CSc1ncnc2ccccc12 | 15 | -28 | -6 | 10 | -8 | 41 | -7 | -5 |
| COc1cc(C(=O)NNC(=O)COc2ccc(C)cc2)ccc1OCC(=O)N1CCOCC1 | 6 | 25 | 5 | -1 | 45 | -16 | -13 | -6 |

| mol | Apaf-1 inh | Jurkat NFkB inh | 697 NFkB inh | CCR6 antag | Gli-Sufu antag | UBC13 polyUb | SENP8 block | EBI2 block |
| --- | --- | --- | --- | --- | --- | --- | --- | --- |
| CN(C)CCCN1C(=O)C(O)=C(C(=O)c2cc3ccccc3o2)C1c1ccccc1 (stereo not drawn) | -2 | 8 | 10 | -4 | -7 | -3 | 2 | 9 |
| C=C(C)C(COc1c2occc2cc2ccc(=O)oc12)OC(C)(C)C(O)COc1c2occc2cc2ccc(=O)oc12 (stereo not drawn) | 0 | 18 | -4 | 21 | 6 | 2 | -1 | 2 |
| S=C(NCc1cccnc1)Nc1cc(Cl)cc(Cl)c1 | 5 | 0 | 19 | 7 | 8 | 2 | -4 | 4 |
| O=S(=O)(c1ccc(Cl)nc1)N1CCCCC1 | 2 | -13 | 16 | 8 | 17 | 5 | 4 | -7 |
| CCCNC(=O)c1ccc2snnc2c1 | -14 | -4 | -42 | 0 | 2 | 3 | -5 | -8 |
| Cc1cccc2cc(C3CC(c4cccs4)=NN3C(=O)CCC(=O)O)c(Cl)nc12 (stereo not drawn) | -12 | -4 | -7 | 3 | 4 | -5 | -4 | 1 |
| Cc1csc2nc(CNC(=O)c3cccc(C(F)(F)F)c3)cn12 | 6 | 4 | 7 | -14 | -7 | 9 | 3 | -6 |
| CC(C)N(Cc1ccccc1)C(=O)COC(=O)C1CCCCC1 | 8 | -2 | 3 | 16 | -6 | -10 | 0 | -6 |
| CC1(CCc2ccccc2)NC(=O)N(Cc2cc([N+](=O)[O-])cc3c2OCOC3)C1=O (stereo not drawn) | 1 | -5 | 2 | 3 | 7 | 3 | 3 | 20 |
| Cc1ccc(S(=O)(=O)N(CC(=O)N/N=C/c2ccco2)c2cc(Cl)cc(Cl)c2)cc1 | 6 | -2 | 4 | 18 | 7 | 4 | -1 | 19 |
| O=C(NC1CCN(S(=O)(=O)c2cccc(Cl)c2)CC1)C1CCCCC1 | 2 | 2 | -5 | 9 | -9 | -10 | 6 | 5 |
| CCOC(=O)N1CCN(C(=O)c2cc3c(=O)[nH]c4ccccc4c3s2)CC1 | 9 | -6 | -25 | 3 | -15 | -2 | -10 | 77* |
| N/C(=N\OC(=O)COc1ccccc1)c1ccc(Cl)cc1 | -2 | -16 | -28 | -14 | -22 | 7 | -12 | -7 |
| CC(Sc1nc2ccccc2s1)C(=O)c1c(N)n(C)c(=O)n(C)c1=O (stereo not drawn) | 9 | -19 | -23 | -16 | -5 | -4 | -13 | -6 |
| Cc1cc(NC(=O)CN2C(=O)NC(CCc3ccccc3)C2=O)no1 (stereo not drawn) | 6 | -8 | -6 | 19 | -4 | -10 | -8 | -5 |
| O=C(CNC(=O)c1cc(=O)[nH]c2ccccc12)Nc1ccc(F)c(F)c1 | 1 | -5 | -10 | 9 | 1 | -6 | -9 | 3 |
| CCNC(=S)NNC(=O)c1cccs1 | 13 | -21 | -8 | 14 | -11 | -6 | -11 | 3 |
| Cc1cccc(NC(=O)c2ccc3ccccc3n2)n1 | 2 | -98 | -98 | 13 | -52 | 5 | 61* | 18 |
| COc1ccc(CNCCSc2nnnn2C)cc1OC | -10 | -8 | 12 | 5 | -1 | 7 | 3 | -12 |
| Cc1cccc(-c2noc(-c3c(C)noc3C)n2)c1 | 4 | -20 | -48 | 15 | -83 | -3 | 57* | 4 |
| O=C(O)c1ccc(C(=O)O)c(C(=O)c2ccc(NC(=O)c3ccccc3)cc2)c1 | 2 | -38 | -26 | 4 | 0 | -10 | 4 | 2 |
| COc1ccc(C(=O)NCC(=O)N/N=C/c2c(C)[nH]c3ccccc23)cc1OC | 5 | 1 | 12 | 5 | 1 | -6 | -5 | 3 |
| Cc1ccc(NC(=O)CSc2nnc(-c3ccco3)c(-c3ccco3)n2)cc1 | 37 | 5 | 4 | 7 | 4 | -2 | 7 | -11 |
| O=C(NC(=S)N1CCc2ccccc21)C1CCC1 | -14 | 2 | 28 | -1 | 1 | 0 | 0 | -1 |
| Cc1cc(C(=O)Nc2c(C)nn(Cc3c(Cl)cccc3Cl)c2C)no1 | -5 | -29 | -98 | -1 | -6 | -1 | -16 | -17 |
| COc1ccc(NC(=O)C(c2ccc(C)cc2)N(C)C(=O)CNC(C)=O)cc1 (stereo not drawn) | 7 | 13 | -12 | 9 | 0 | 0 | -1 | -4 |
| CCCNC(=O)C1(CC2CC(c3ccccc3)=NO2)CCNCC1 (stereo not drawn) | -2 | -4 | 23 | 9 | 15 | -5 | -1 | 3 |
| CCOC(=O)Nc1ccc2c(c1)OCO2 | 4 | -30 | -54 | 0 | -41 | -5 | -11 | 0 |
| COc1cscc1C(=O)O | -20 | 6 | 4 | -7 | -1 | 0 | 4 | -4 |
| Cc1c(CNCCc2ccccc2)c(C(=O)O)c(C)n1-c1ccccc1 | 4 | 3 | -12 | 10 | -17 | -6 | -8 | -7 |
| CC1(C)Cc2c(c(N3CCOCC3)nc3sc(C(=O)Nc4ccccc4)c(N)c23)CO1 | 8 | -109 | -141 | 6 | -12 | 31 | 20 | 6 |
| CS(=O)(=O)N(CC(=O)NC1CCCCC1)Cc1ccc(Cl)cc1 | -9 | -10 | 15 | 6 | -1 | 8 | 9 | 9 |
| CC(=O)c1ccc(NC(=O)COC(=O)C2CCN(S(=O)(=O)c3cccs3)CC2)cc1 | 5 | -1 | 15 | 5 | -8 | 3 | 6 | 3 |

Assay outcomes as filed in PubChem BioAssay.
